# BoNT A protease: blocks Botulinum neurotoxin A light chain protease; multiplex microsphere protease substrate cleavage, flow cytometry; inhibition, % at 10 µM; hit rate 0.17% among 360,000; AID 588499; further: plate controls were buffer without enzyme for full effect and enzyme alone for no effect
# SARS 3CLpro inh: SARS-CoV 3CLpro protease inhibition; P0C6X7; recombinant SARS-CoV 3CLpro, quenched FRET peptide cleavage; inhibition, % at 6 µM; hit rate 0.14% among 290,000; in the data active means inhibition above about 12%
# SSB-PriA inh: blocks PriA binding to SSB C-terminal tail. AlphaScreen SSBct-PriA binding, biotinylated peptide. inhibition, % at 33 µM. hit rate 0.6% among 430,000; in the data active means inhibition mostly above about 37%, no sharp cut-off; inactive means mostly below about 20%;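 further: plate controls were negative control peptide for no effect and reference peptide for full effect; strong numbers were not always called active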
# CCHFV vOTU inh: CCHFV vOTU protease inhibition; Pep-AMC fluorescence; inhibition, % at 11.5 µM; hit rate 0.55% among 370,000; in the data active means inhibition above about 30%; further: 0% = vehicle wells with enzyme and 100% = no enzyme wells
# MazEF act: activators of E. coli MazEF toxin-antitoxin RNase; hit rate 0.32% among 350,000; AID 504720; FAM/BHQ RNA-DNA oligo cleavage fluorescence, 5 h; activation, % at 20 µM; P0AE70; in the data active means activation above about 50%
# Target sequence (P0AE70 whole entry, looked up): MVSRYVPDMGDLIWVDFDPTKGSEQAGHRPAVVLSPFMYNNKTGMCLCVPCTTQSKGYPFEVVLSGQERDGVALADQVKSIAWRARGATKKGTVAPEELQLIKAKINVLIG
# BoNT F protease: inhibitors of Botulinum neurotoxin F light chain protease; Multiplex microsphere protease cleavage assay, flow cytometry; inhibition, % at 10 µM; hit rate 0.22% among 360,000; AID 588497; in the data active means inhibition above about 35%, passing the limit was not always enough; inconclusive means no clear call, values can overlap the other calls; further: plate controls were buffer without enzyme for full effect and enzyme alone for no effect
# Anthrax LF prot: blocks Bacillus anthracis lethal factor protease | inhibition, % at 10 µM | P15917 | hit rate 0.12% among 360,000 | AID 588501 | multiplex microsphere protease cleavage assay, LF; further: plate controls were buffer without enzyme for full effect and enzyme alone for no effect
# Target sequence (P15917 whole entry, looked up): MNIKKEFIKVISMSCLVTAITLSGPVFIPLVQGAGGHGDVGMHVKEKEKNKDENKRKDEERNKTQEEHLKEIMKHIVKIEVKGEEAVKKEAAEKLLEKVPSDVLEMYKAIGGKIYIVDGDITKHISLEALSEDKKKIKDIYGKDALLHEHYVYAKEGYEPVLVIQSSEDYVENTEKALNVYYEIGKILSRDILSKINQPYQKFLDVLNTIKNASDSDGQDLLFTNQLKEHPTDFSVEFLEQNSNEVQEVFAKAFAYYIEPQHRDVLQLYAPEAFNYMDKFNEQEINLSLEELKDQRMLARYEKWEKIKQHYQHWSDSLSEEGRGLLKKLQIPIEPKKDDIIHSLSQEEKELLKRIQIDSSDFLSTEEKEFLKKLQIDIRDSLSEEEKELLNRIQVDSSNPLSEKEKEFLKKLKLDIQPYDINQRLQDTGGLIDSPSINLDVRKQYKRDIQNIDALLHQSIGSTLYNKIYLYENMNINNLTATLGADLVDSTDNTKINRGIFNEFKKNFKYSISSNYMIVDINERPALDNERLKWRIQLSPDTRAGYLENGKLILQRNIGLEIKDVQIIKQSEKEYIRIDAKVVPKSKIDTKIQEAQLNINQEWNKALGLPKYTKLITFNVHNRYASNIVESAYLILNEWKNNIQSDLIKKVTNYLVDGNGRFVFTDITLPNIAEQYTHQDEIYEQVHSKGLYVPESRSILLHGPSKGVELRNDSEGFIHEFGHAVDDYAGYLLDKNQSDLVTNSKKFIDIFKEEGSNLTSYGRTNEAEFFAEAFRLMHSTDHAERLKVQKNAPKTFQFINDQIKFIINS
# PrPC surface inh: inhibitors of human cell surface prion protein PrPC. P04156. TR-FRET read-out. inhibition, % at 13.8 µM. hit rate 0.43% among 370,000. AID 720596; in the data active means inhibition above about 24%; further: 0% = median of the test wells and 100% = reference compound wells
# Rv3671c inh: inhibitors of M. tuberculosis serine protease Rv3671c; P9WHR9; inhibition, % at 5.96 µM; hit rate 0.048% among 320,000; AID 2606; in the data active means inhibition above about 38%;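 further: extracellular domain of Rv3671c used as enzyme; 0% = enzyme with DMSO and 100% = no enzyme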
# DUSP3 inh: DUSP3 (human) phosphatase inhibition; P51452; recombinant VHR phosphatase, pNPP absorbance; inhibition, % at 13.3 µM; hit rate 0.52% among 290,000; in the data active means inhibition above about 50%; further: some compounds called inactive have numbers as strong as hits
# Target sequence (P51452 whole entry, looked up): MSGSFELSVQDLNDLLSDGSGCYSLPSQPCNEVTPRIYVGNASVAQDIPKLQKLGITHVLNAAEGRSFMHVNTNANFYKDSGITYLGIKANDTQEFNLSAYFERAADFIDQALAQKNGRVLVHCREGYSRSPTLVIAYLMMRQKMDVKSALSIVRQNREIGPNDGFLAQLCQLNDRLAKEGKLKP
# * hit, by the source's call; u = inconclusive; x = not tested or not shown; & = joins results of further samples. Unless noted, no stated cut-off is given here; in the data, active means inhibition above about 30%; inconclusive means no clear call, values can overlap the other calls; inactive means below that. Not all compounds are listed; rates above refer to the full screens.
# Values run as follows: BoNT A protease	SARS 3CLpro inh	SSB-PriA inh	CCHFV vOTU inh	MazEF act	BoNT F protease	Anthrax LF prot	PrPC surface inh	Rv3671c inh	DUSP3 inh
- COc1cc(-c2cc(C(=O)O)c3cc4ccccc4cc3n2)cc(OC)c1OC
  -0.5	x	x	9	6	1	2	5	x	x
- CCCCc1cc(=O)oc2cc(OCC(=O)NCC3CCC(C(=O)O)CC3)ccc12 (configuration not stated)
  -1.0	-1	-8	-3	13	-11	1	0	2	-3
- O=C(NCC1CCCO1)c1nn2c(C(F)(F)F)cc(-c3cccs3)nc2c1Cl (configuration not stated)
  1.5	-2	-16	-10	-7	7	2	-2	3	2
- Cc1ccc2nc(N3C(=O)C(O)=C(C(=O)c4ccc(C)o4)C3c3ccco3)sc2c1 (configuration not stated)
  0.8	x	1	-1	19	1	1	2	0	x
- COC(=O)c1cc2c(n(Cc3ccccc3)c1=O)CCCC2=O
  -0.4	x	-3	-3	-33	-4	-4	5	x	x
- CCOc1ccc2[nH]cc(C(=O)O)c(=O)c2c1
  -0.4	1	7	-3	-3	4	-1	7	3	11
- CN(CCOc1ccccc1)CC(=O)Nc1cccc(C#N)c1
  -1.1	-8	-8	11	3	3	-4	-2	-7	12
- COc1ccccc1N1C(=O)CC(N2CCN(c3ccc(F)cc3)CC2)C1=O (configuration not stated)
  -2.0	0	2	-11	2	40*	19	8	1	12
- COc1ccccc1CNC(=O)COC(=O)c1cc(C)oc1C
  0.3	-1	-5	8	4	10	4	7	3	16
- Cc1cc(=O)n(Cc2ccccc2)c2ccccc12
  -2.5	3	-5	-10	-2	-19	5	4	13	-5
- COc1ccc2[nH]c3c(=O)n(CCN4CCOCC4)cnc3c2c1
  0.3	2	4	-63	11	-6	-2	-6	1	17
- O=C(CN1CCN(Cc2ccc(Cl)cc2)C1=O)N1CCC2(CC1)OCCO2
  0.2	6	-4	3	2	1	4	8	-4	10
- O=C(Cc1ccccc1)N1CCN(C2CCCC2)CC1
  0.6	-4	2	10	0	-3	2	3	2	25
- COC1=CC(=O)[C@@]2([C@@H]1O)[C@@H](Cl)C[C@]13C(OC)=C(OC)C(=O)C[C@]21CCN3C
  -0.6	x	-5	0	10	-2	-9	-7	6	x
- CSCCC1NC(=O)N(CC(=O)N2N=C(c3ccc(Cl)cc3)CC2c2ccco2)C1=O (configuration not stated)
  -1.0	-2	14	-4	-2	-7	-5	-4	-5	6
- O=c1oc2ccc(C#CC3(O)CCCCC3)cc2cc1-n1cc(-c2ccccn2)nn1
  -0.1	x	-28	0	11	-5	-3	-6	3	x
- COc1cc(C(=O)Nc2sc(C(=O)N3CCOCC3)c(C)c2C#N)cc(OC)c1OC
  -0.3	-3	-27	-7	15	6	2	1	-5	31
- CN(C)CCCN=Cc1c(-c2ccccc2)[nH]n(-c2nc3ccccc3s2)c1=O
  -0.9	6	1	4	32	-4	0	-8	-1	26
- O=C(CN(C1CCCCC1)S(=O)(=O)c1ccc(Cl)cc1)NCc1cccnc1
  -1.2	1	-8	-4	-1	-10	-9	-6	6	8
- CC(C)OC(=O)CSc1nc(N)c(C#N)c(-c2ccco2)c1C#N
  2.3	0	1	19	22	-5	0	6	-14	10
- Cc1c(CCC(=O)O)c(=O)oc2c(C)c(OCc3cc4c(cc3Cl)OCO4)ccc12
  -0.6	6	-4	3	-30	-2	4	1	-11	x
- CCCC(C(=O)NC1CCCC1)N(Cc1ccccc1Cl)C(=O)c1snc(C(N)=O)c1N (configuration not stated)
  0.0	5	-6	2	10	2	-3	1	-9	29
- CC(=O)N1c2ccc(S(=O)(=O)NCC3CCC(C(=O)NCc4ccc(C)o4)CC3)cc2CC1C (configuration not stated)
  1.8	4	2	6	3	-3	1	6	-5	3
- Cc1ccc(N2CC(C(=O)Nc3c4c(nn3C(C)(C)C)CS(=O)(=O)C4)CC2=O)cc1C (configuration not stated)
  0.0	-1	-6	8	-5	5	-2	-1	-10	2
- CCOc1cc(-c2c(C)c(C)nc(N)c2C#N)ccc1O
  -0.1	-4	-2	23	-12	3	-1	3	-3	-4
- CCn1cc(C(=O)NC(C)CCc2ccccc2)c(=O)c2cc(S(=O)(=O)N(C)C)ccc21 (configuration not stated)
  1.2	5	5	3	-1	9	-4	-4	-1	x
- NC(=O)c1ccc(NC(=O)COC(=O)c2n[nH]c3ccccc23)cc1
  6.4	x	-19	8	-11	21	0	0	-6	x
- Cc1ccc(C)c(OCCC(=O)Nc2cc(S(=O)(=O)N3CCCCC3)ccc2C)c1
  -0.6	x	-10	10	8	-1	-1	2	4	x
- O=C1SC(c2ccccc2)=N/C1=C/c1ccco1
  -1.5	4	-6	-2	17	-14	-5	-5	1	32
- CC(C)N1C(=O)CCC1C(=O)N1CCC2(CC1)OCCO2 (configuration not stated)
  0.0	-3	-7	-11	4	4	3	-4	-4	-5
- O=C(c1ccc(F)cc1F)N(Cc1ccccn1)Cc1ccco1
  -1.8	0	-4	-2	0	-26	-4	-8	-7	8
- COc1cc(-c2nnc3n2CCCCC3)cc(OC)c1OC
  0.3	4	6	12	1	-2	4	0	3	21
- O=C(Nc1ccccc1C(=O)NCCCN1CCOCC1)c1ccc(F)cc1F
  -0.4	8	-7	-1	0	1	-1	0	13	14
- Cc1cc(C)c2c(=O)n(CC(=O)NC3CCCC3)sc2n1
  7.3	-3	-6	1	-10	2	-8	-1	-2	5
- Cc1ccccc1S(=O)(=O)Cc1ccc(C(=O)N(C)C2CCCCC2)o1
  0.6	0	-4	27	10	4	1	-1	4	4
- CC#CCCCC(=O)Nc1cc(OC)nc(OC)n1
  1.5	-2	-6	11	6	4	-1	1	1	8
- COC(=O)c1c[nH]c(=S)n1Cc1ccccc1
  -0.8	x	-5	-1	2	6	5	-2	x	x
- CN=C1S/C(=C\c2ccc(OCC(=O)OC)c(OC)c2)C(=O)N1C
  -2.4	-3	0	-4	0	-17	-5	0	-8	11
- Cc1c(C(=O)N2CCN(S(=O)(=O)c3ccc(F)cc3)CC2)oc2ccccc12
  3.2	x	-10	-8	4	4	1	-8	8	x
- O=C(COc1cccc2c1CCNC2=O)Nc1cccc(C(F)(F)F)c1
  8.4	x	-2	x	-1	u	7	x	0	x

# Reformatted tab-delimited: 3 of the compounds above.
Structure	BoNT A protease	SARS 3CLpro inh	SSB-PriA inh	CCHFV vOTU inh	MazEF act	BoNT F protease	Anthrax LF prot	PrPC surface inh	Rv3671c inh	DUSP3 inh
O=C(Nc1ccccc1C(=O)NCCCN1CCOCC1)c1ccc(F)cc1F	-0.4	8	-7	-1	0	1	-1	0	13	14
Cc1ccccc1S(=O)(=O)Cc1ccc(C(=O)N(C)C2CCCCC2)o1	0.6	0	-4	27	10	4	1	-1	4	4
Cc1c(C(=O)N2CCN(S(=O)(=O)c3ccc(F)cc3)CC2)oc2ccccc12	3.2	x	-10	-8	4	4	1	-8	8	x

# Other compounds follow:
# Values run as follows: BoNT A protease	SARS 3CLpro inh	SSB-PriA inh	CCHFV vOTU inh	MazEF act	BoNT F protease	Anthrax LF prot	PrPC surface inh	Rv3671c inh	DUSP3 inh
- O=C(Nc1cccc(F)c1)c1ccc(S(=O)(=O)N2CCCC2)cc1
  -1.0	-1	-5	10	3	0	-8	-3	-3	22
- COc1cc(/C=N/NC(=S)Nc2cccnc2)cc(OC)c1O
  0.2	4	x	6	-11	-1	0	4	7	26
- Cn1c(-c2cccc(Br)c2)cnc1NCc1cccnc1
  -2.1	0	-3	1	0	-4	-2	-9	2	31
- O=C(NNS(=O)(=O)c1ccccc1)c1cccs1
  -0.6	-1	8	-3	2	-7	-6	-3	2	15
- CC(CN1CCCCC1)NC(=O)c1cccs1 (configuration not stated)
  -2.4	1	-14	-9	-2	5	-4	-3	0	11
- Cc1ccc(S(=O)(=O)NC(C)(C)CSc2nnc(N)s2)cc1
  0.3	1	-12	-3	8	-6	-4	0	4	13
- CCS(=O)(=O)N1CCC2(CC1)OCCN2S(=O)(=O)c1ccc(C)cc1
  -3.8	x	-3	-10	2	-3	4	-9	1	x
- O=S1(=O)CC(N2CCCC2)CN1CCc1ccccc1 (configuration not stated)
  -1.0	x	x	2	x	1	-6	-1	x	x
- Nc1nc(-c2ccccc2)c(-c2ccccc2)s1
  -0.3	0	14	5	-6	-13	-5	-5	13	38
- CC(=O)c1ccc(NC(=O)CO/N=C(\C)c2cccs2)cc1
  -0.1	2	x	12	13	3	1	4	5	-4
- CCCN(CC(=O)Nc1ccc(Cl)cc1Cl)C(=O)c1ccc(=O)[nH]c1
  -4.9	-1	-5	8	1	5	1	2	-7	-14
- Cc1cccc(-n2c(O)c(C=NCCCN3CCOCC3)c(=O)[nH]c2=O)c1C
  1.5	-2	-10	-9	5	7	-4	-3	-2	17
- O=C(Cc1ccc(Cl)cc1)Nc1cccc(S(=O)(=O)Nc2ccccc2F)c1
  -0.6	5	-9	17	2	-2	1	-2	-9	10
- CCCCNC(=O)COC(=O)CCC(=O)c1ccc(F)cc1
  1.0	2	-10	8	4	u	4	3	-1	16
- CCC(C)c1ccc(OCC(=O)Nc2ccc3[nH]c(=O)[nH]c3c2)cc1 (configuration not stated)
  -0.3	3	-8	8	0	1	-1	7	-18	5
- CCOC(=O)c1c(C)[nH]c(C(=O)COC(=O)C23CC4CC(CC(Cl)(C4)C2)C3)c1C
  -1.2	0	0	18	1	-3	-6	2	-5	5
- NC(=O)NCc1cccnc1
  2.0	-2	6	1	4	10	0	4	8	22
- CCOC(=O)CS(=O)(=O)c1nc(-c2ccc(F)cc2)cc(C(F)(F)F)n1
  0.0	7	-14	x	9	3	1	x	-11	1
- Cc1ccccc1OCCSc1nnc(-c2cccnc2)n1N
  2.0	-1	10	-2	7	3	3	-1	-3	3
- CCOC(=O)c1c(N)sn(-c2ccccc2C)c1=S
  0.3	-1	5	-3	4	5	2	-14	-2	-4
- O=C(CN1C(=O)CSC1=O)Nc1ccc(N2CCOCC2)cc1
  0.1	3	-11	10	-3	-5	-4	2	-7	8
- COc1cc(/C=N/N(C)C2=NS(=O)(=O)c3ccccc32)cc(OC)c1OC
  -0.7	3	x	-5	4	-2	-1	-12	3	13
- O=S(=O)(c1cccs1)N1CCN(c2ccccn2)CC1
  0.5	7	7&-18	0	4	-1	-3	-2	-6	-9
- Cc1ccc(S(=O)(=O)N/N=C/c2ccc(O)c(O)c2)cc1[N+](=O)[O-]
  0.1	-1	x	-10	-9	3	-5	-5	11	2
- O=C(Cn1cc(C(F)(F)F)ccc1=O)NC1CCCC1
  -0.2	x	-16	6	9	-5	-11	0	1	x
- CC(O)(c1ccc(F)c(F)c1)c1nc(-c2cc(F)cc(F)c2)cs1 (configuration not stated)
  -0.4	x	x	16	x	0	-3	12	x	x
- Cc1nc(CS(=O)(=O)c2ccccn2)sc1C(=O)NNC(=O)c1ccc(Cl)cc1
  -0.7	3	-1	7	5	2	3	-9	-8	4
- Cc1cc(NC(=O)Cc2ccccc2)no1
  0.2	-2	-3	-4	17	6	2	7	-5	43
- O=C(c1ccc(F)cc1)N(NC(=O)C(O)(c1ccccc1)c1ccccc1)c1ccccc1
  0.2	9	-4	-3	-7	0	0	6	-4	4
- OC(c1ccc(F)cc1)c1ncc(-c2cccc3ccccc23)[nH]1 (configuration not stated)
  0.0	x	x	6	x	-8	0	-4	x	x
- CCOc1ccccc1-n1nnnc1SCC(=O)NC(=O)Cc1ccccc1
  -1.0	x	5	21	2	-9	0	-5	x	x
- COc1ccc(S(=O)(=O)Nc2ccc3c(c2)[C@H]2C[C@H](CC(=O)NCC4CC4)O[C@@H](CO)[C@H]2O3)cc1
  0.3	x	x	-1	1	-2	2	-2	x	x
- Cn1c(C(=O)OC(C(=O)NC2CCCCC2)c2ccccn2)cc2sccc21 (configuration not stated)
  0.8	4	4	-4	-2	-2	2	0	-9	17
- CN(c1ccc(C(=O)NCC2CCCO2)cc1)S(C)(=O)=O (configuration not stated)
  0.9	-3	-10	-20	-2	3	-3	-2	9	33
- Cc1cc(C(=O)Nc2ncn[nH]2)ccc1[N+](=O)[O-]
  -0.6	1	9	0	6	0	-2	4	-6	-1

# Bioassay records from PubChem.
